# Screening data as filed in PubChem BioAssay.
# PAFAH2 FP inh – PAFAH2 (human) inhibition; recombinant PAFAH2, FP-rhodamine activity probe, fluorescence polarization; inhibition, % at 3.39 µM; AID 492956; Q99487; 340,000 compounds, 0.99% hits;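 active means inhibition above the mean over all tested compounds plus 3 SD, cut at about 30% in these data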;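 further: inhibitors block probe labeling of enzyme so polarization drops; 0% = enzyme with DMSO and 100% = wells lacking PAFAH2 protein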
# GSTO1 counter – counter-screen for RBBP9 inhibitors: inhibitors of human GSTO1; P78417; recombinant GSTO1, activity-based probe fluorescence polarization; inhibition, % at 5.96 µM; 300,000 compounds, 1.1% hits; AID 1974;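 active means inhibition above the campaign mean inhibition plus 3 SD, cut at about 35% in these data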;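 further: 0% = GSTO1-1 with DMSO and 100% = wells lacking GSTO1-1 enzyme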
# Target sequence (P78417 whole entry, looked up): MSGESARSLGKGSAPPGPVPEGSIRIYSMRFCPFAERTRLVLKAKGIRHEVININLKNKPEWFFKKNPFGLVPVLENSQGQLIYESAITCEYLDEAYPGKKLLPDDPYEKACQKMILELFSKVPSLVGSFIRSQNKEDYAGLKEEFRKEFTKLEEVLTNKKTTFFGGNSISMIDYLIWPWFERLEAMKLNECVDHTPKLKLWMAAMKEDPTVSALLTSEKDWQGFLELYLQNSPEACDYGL
# PAFAH1B2 inh – PAFAH1B2 (human) inhibition. P68402. recombinant PAFAH1B2, FP-rhodamine activity probe, fluorescence polarization. inhibition, % at 3.39 µM. 340,000 compounds, 1.2% hits. AID 492953;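 active means inhibition above the mean of all tested compounds plus 3 SD, cut at about 24% in these data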;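 further: 0% = enzyme with DMSO and 100% = wells lacking PAFAH1B2; many of its hits are not listed in these tables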
# PAD4 FP inh – PAD4 (human) enzyme inhibition; 330,000 compounds, 0.41% hits; inhibition, % at 6.36 µM; recombinant PAD4, RCA probe fluorescence polarization; Q9UM07; AID 485272;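 active means percent inhibition above a cutoff equal to the mean of all tested compounds plus 3 SD, cut at about 15% in these data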;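 further: 0% = PAD4 with RCA probe and DMSO and 100% = probe without PAD4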
# LYPLA1 counter – LYPLA1 (human) inhibition in PME1 counter-screen. recombinant LYPLA1, FP-Rh probe fluorescence polarization. 320,000 compounds, 0.16% hits. AID 2174. inhibition, % at 5.9 µM. O75608;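 active means inhibition above the mean of all tested compounds plus 3 SD, set per campaign, cut at about 14% in these data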;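 further: inhibitors block serine hydrolase probe labeling of LYPLA1 so polarization falls; 0% = enzyme with DMSO and 100% = wells lacking LYPLA1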
# Target sequence (O75608 whole entry, looked up): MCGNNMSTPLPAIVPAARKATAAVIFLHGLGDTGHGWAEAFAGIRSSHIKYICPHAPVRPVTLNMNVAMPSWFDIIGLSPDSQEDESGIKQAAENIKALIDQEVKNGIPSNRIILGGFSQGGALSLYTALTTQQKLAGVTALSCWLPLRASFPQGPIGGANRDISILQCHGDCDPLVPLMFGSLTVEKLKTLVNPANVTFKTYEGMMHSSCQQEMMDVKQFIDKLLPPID
# LYPLA2 inh – LYPLA2 (human) inhibition in PME1 counter-screen | recombinant LYPLA2, FP-Rh probe fluorescence polarization | inhibition, % at 5.9 µM | 320,000 compounds, 0.38% hits | AID 2177;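 active means inhibition above the screen-wide mean plus 3 SD, limit set per campaign, cut at about 26% in these data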;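 further: 0% = LYPLA2 with DMSO and 100% = wells lacking LYPLA2 enzyme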
# Target sequence (O95372 whole entry, looked up): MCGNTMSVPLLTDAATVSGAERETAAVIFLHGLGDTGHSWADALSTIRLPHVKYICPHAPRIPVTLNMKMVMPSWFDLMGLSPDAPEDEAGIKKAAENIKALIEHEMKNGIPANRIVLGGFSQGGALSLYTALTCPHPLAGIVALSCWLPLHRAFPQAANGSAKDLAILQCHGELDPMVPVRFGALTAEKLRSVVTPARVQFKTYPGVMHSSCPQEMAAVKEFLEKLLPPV
# PAFAH1B3 FP inh – blocks human PAF acetylhydrolase 1B catalytic subunit 3; 340,000 compounds, 0.28% hits; inhibition, % at 3.39 µM; Q15102; AID 492972; recombinant PAFAH1B3, FP-rhodamine probe, fluorescence polarization;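 active means inhibition above the screen-wide average of all tested compounds plus 3 SD, cut at about 25% in these data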;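 further: 0% = enzyme with DMSO only and 100% = wells lacking PAFAH1B3 protein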
# Target sequence (Q15102 whole entry, looked up): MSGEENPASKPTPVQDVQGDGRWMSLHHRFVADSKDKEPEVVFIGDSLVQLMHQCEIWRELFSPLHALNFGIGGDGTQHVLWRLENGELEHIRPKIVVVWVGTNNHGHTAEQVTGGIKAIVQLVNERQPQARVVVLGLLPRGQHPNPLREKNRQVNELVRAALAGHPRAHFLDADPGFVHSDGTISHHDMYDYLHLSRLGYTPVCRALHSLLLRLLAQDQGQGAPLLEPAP
# PME-1 inh – blocks human protein phosphatase methylesterase 1; Q9Y570; recombinant PME-1, FP-Rh probe fluorescence polarization; 320,000 compounds, 0.53% hits; inhibition, % at 5.9 µM;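 active means inhibition above the campaign mean of all compounds plus 3 SD, cut at about 26% in these data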;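 further: competitive labeling of PME-1 active site by serine hydrolase directed probe; 0% = PME-1 with DMSO and 100% = wells lacking PME-1 enzyme; inhibitors block probe labeling so polarization falls and inhibition rises; many of its hits are not listed in these tables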
# pPAFAH FP inh – pPAFAH (human) enzyme inhibition; 330,000 compounds, 1.5% hits; Q13093; recombinant pPAFAH, FP-rhodamine probe fluorescence polarization; inhibition, % at 3.39 µM;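 active means inhibition above the mean inhibition across the screen plus 3 SD, cut at about 25% in these data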;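 further: inhibitors block binding of the rhodamine activity-based probe so polarization drops; 0% = enzyme with DMSO and 100% = wells lacking pPAFAH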
# An asterisk follows results filed as active; x = not tested or not shown. A portion of the library; count on the stated rates, not on these rows.
# A first look:
cpd	canonical_smiles	PAFAH2 FP inh	GSTO1 counter	PAFAH1B2 inh	PAD4 FP inh	LYPLA1 counter	LYPLA2 inh	PAFAH1B3 FP inh	PME-1 inh	pPAFAH FP inh
1	COc1ccc(C2(c3ccc(OC)cc3)NC(=O)N(CC(=O)N3CCOCC3)C2=O)cc1	-4	x	2	4	4	6	8	2	2
2	O=C(Nc1nnc(C2CC2)s1)c1ccncc1	-8	-8	2	-6	0	-4	-5	-10	-1
3	COC(=O)CCCC(=O)N1CCCC(C(=O)c2ccc(-c3ccccc3)cc2)C1 (configuration not stated)	2	2	0	2	21*	3	-6	-3	9
4	COc1ccc(OC)c(NC(=O)CC2(CC(=O)O)CCCC2)c1	-7	-11	1	3	1	0	2	-2	6
5	CNc1oc(Cc2ccccc2)nc1S(=O)(=O)c1ccc(Cl)cc1	-2	2	-9	4	2	14	0	7	1
6	O=S(=O)(c1ccccc1)N1CCN(Cc2cccc(Cl)c2)CC1	8	-4	3	2	-1	3	0	0	1
7	O=C(O)C1C2C=CC(C2)C1C(=O)NCc1ccccc1 (configuration not stated)	1	0	4	-4	0	3	0	1	5
8	CCOC(=O)Cc1csc(NC(=O)COc2ccc(N(C)S(=O)(=O)c3cccs3)cc2)n1	-3	4	1	2	-1	3	5	15	0
9	CN1CCN(Cc2nc3c([nH]2)c(=O)[nH]c(=O)n3C)CC1	-9	36*	0	0	4	-1	3	-7	-1
10	COc1ccc(C(=O)NC2CCCCCC2)cc1S(=O)(=O)N1CCCc2ccccc21	5	-7	6	5	-6	-4	2	-6	7
11	CC(C)NC(=O)CC(=O)N/N=C/c1c(F)cccc1Cl	-3	16	2	-5	-3	-5	10	-8	-1
12	COc1ccc(CNC(=O)c2cnc(C)cn2)c(OC)c1	-5	0	0	2	0	1	-2	-1	8

# The list itself (from the top)
cpd	canonical_smiles	PAFAH2 FP inh	GSTO1 counter	PAFAH1B2 inh	PAD4 FP inh	LYPLA1 counter	LYPLA2 inh	PAFAH1B3 FP inh	PME-1 inh	pPAFAH FP inh
1	COc1ccc(C2(c3ccc(OC)cc3)NC(=O)N(CC(=O)N3CCOCC3)C2=O)cc1	-4	x	2	4	4	6	8	2	2
2	O=C(Nc1nnc(C2CC2)s1)c1ccncc1	-8	-8	2	-6	0	-4	-5	-10	-1
3	COC(=O)CCCC(=O)N1CCCC(C(=O)c2ccc(-c3ccccc3)cc2)C1 (configuration not stated)	2	2	0	2	21*	3	-6	-3	9
4	COc1ccc(OC)c(NC(=O)CC2(CC(=O)O)CCCC2)c1	-7	-11	1	3	1	0	2	-2	6
5	CNc1oc(Cc2ccccc2)nc1S(=O)(=O)c1ccc(Cl)cc1	-2	2	-9	4	2	14	0	7	1
6	O=S(=O)(c1ccccc1)N1CCN(Cc2cccc(Cl)c2)CC1	8	-4	3	2	-1	3	0	0	1
7	O=C(O)C1C2C=CC(C2)C1C(=O)NCc1ccccc1 (configuration not stated)	1	0	4	-4	0	3	0	1	5
8	CCOC(=O)Cc1csc(NC(=O)COc2ccc(N(C)S(=O)(=O)c3cccs3)cc2)n1	-3	4	1	2	-1	3	5	15	0
9	CN1CCN(Cc2nc3c([nH]2)c(=O)[nH]c(=O)n3C)CC1	-9	36*	0	0	4	-1	3	-7	-1
10	COc1ccc(C(=O)NC2CCCCCC2)cc1S(=O)(=O)N1CCCc2ccccc21	5	-7	6	5	-6	-4	2	-6	7
11	CC(C)NC(=O)CC(=O)N/N=C/c1c(F)cccc1Cl	-3	16	2	-5	-3	-5	10	-8	-1
12	COc1ccc(CNC(=O)c2cnc(C)cn2)c(OC)c1	-5	0	0	2	0	1	-2	-1	8
13	S=C(Nc1ccccc1Oc1ccccc1)Nc1cccc(Cl)c1Cl	3	-1	4	-1	-6	-2	6	-2	-1
14	CCCC1(CCC)NC(=O)N(CC(=O)Nc2ccc(Cl)c(S(=O)(=O)N3CCOCC3)c2)C1=O	1	x	1	1	x	x	8	x	4
15	COc1ccc(N2C(=O)c3ccccc3S2(=O)=O)cc1	-3	10	4	4	-1	1	7	-2	0
16	CCOc1ccc(NC(=O)c2ccccc2SC)cc1	0	4	3	1	-4	-8	5	-2	1
17	O=C(c1ccccn1)N1CCN(C(=O)c2ccccn2)CC1	0	0	4	-2	-7	-6	10	-4	1
18	O=C(NCc1cccs1)C1CC(=O)N(c2ccc(F)cc2)C1 (configuration not stated)	-5	5	0	-2	-2	0	2	5	2
19	CN(Cc1ncc[nH]1)C(=O)CC1C(=O)NCCN1Cc1c(F)cccc1Cl (configuration not stated)	6	2	10	2	0	-1	10	-1	-2
20	COc1ccc(S(=O)(=O)N2CCC(C(=O)N3CCCCC3)CC2)cc1	1	-2	3	0	-2	-2	0	4	0

# Next section:
cpd	canonical_smiles	PAFAH2 FP inh	GSTO1 counter	PAFAH1B2 inh	PAD4 FP inh	LYPLA1 counter	LYPLA2 inh	PAFAH1B3 FP inh	PME-1 inh	pPAFAH FP inh
21	CC1CC(C)(C)CC2(C1)NC(=O)N(CC(=O)NC1CCCc3ccccc31)C2=O (configuration not stated)	4	2	6	3	0	4	2	-2	0
22	C=CCc1cc(Cl)ccc1OCCOCCNC(C)CC (configuration not stated)	4	1	2	-2	2	7	10	-4	8
23	Cc1ccccc1SCC(=O)N1CCN(c2ccc(C(F)(F)F)cn2)CC1	14	5	4	8	-3	28*	-1	1	-4
24	CC(=O)c1cn(-c2ccc(Cl)cc2)c(=O)[nH]c1=O	-2	2	3	-3	3	7	9	5	4
25	Oc1cccc(/C=N/N2CCN(c3ccccn3)CC2)c1	-4	-2	4	-4	-1	1	6	-1	3
26	Cc1ccc(C(=O)O/N=C2\CC3CCC2(C)C3(C)C)cc1 (configuration not stated)	0	9	6	-2	1	3	-1	-2	0
27	C=CCn1c(SCc2nc3c(c(=O)[nH]c(=O)n3CCCC)n2CCC)nnc1-c1ccccc1	0	8	1	3	2	2	7	7	1
28	Nc1ncnc2c1nc(Sc1ccc(Cl)cc1)n2[C@@H]1O[C@@H]2COP(=O)(O)O[C@H]2[C@H]1O	-4	6	26*	-1	1	2	4	-3	2
29	O=C(NNc1ccccn1)c1ccccc1CC[N+](=O)[O-]	-3	7	11	0	-2	-8	3	10	0
30	Nc1c(N(CCO)C(=O)C2CCCC2)c(=O)[nH]c(=O)n1Cc1ccccc1	1	x	4	-1	x	x	2	x	5
31	OCc1cccc[n+]1CCc1ccccc1	x	1	x	1	0	-1	x	1	1
32	COc1cc(NC(=O)c2ccc([N+](=O)[O-])o2)ccc1NC(=O)c1cccs1	-2	10	0	-8	-3	2	3	-2	6
33	COc1cc(/C=C(\C#N)C(=O)N2CCOCC2)ccc1OCc1ccccc1	1	4	-1	-4	-2	5	2	0	7
34	COc1ccc(-c2nc3ccccc3o2)cc1NC(=O)CSc1ccc(Cl)cc1	5	-1	-4	0	8	7	6	6	0
35	COC/C=C/C1=CC2=CC(=O)C(C)(OC(=O)c3cnc4ccccc4n3)C(=O)C2=CO1 (configuration not stated)	x	56*	x	50*	22*	9	x	15	55*
36	C=C(C)C(=O)Nc1cccc(C2=NOC3(C2)C[C@@H](C(N)=O)N(C(=O)CCCCC)C3)c1 (some centres not stated)	-2	2	4	-1	1	2	3	0	5
37	CC(C)(C)OC(=O)N1CCC(NC(=O)c2nc[nH]c2C(=O)N2CCN(C(=O)OC(C)(C)C)CC2)CC1	6	x	3	-2	2	2	9	-2	-1
38	CCOC(=O)C(Cc1c[nH]c2ccccc12)NC(=O)c1ccccc1Br (configuration not stated)	4	0	1	0	3	2	6	-2	4
39	COc1cc(OC)c(-c2nc3c[n+](CC(=O)c4ccccc4)ccc3n2C)cc1OC	1	4	3	-3	-2	1	6	0	4
40	CS(=O)(=O)c1nc(S(=O)(=O)c2ccc(Cl)cc2)c(N2CCC3(CC2)OCCO3)s1	1	-15	1	-2	3	4	4	8	1

# (next part)
cpd	canonical_smiles	PAFAH2 FP inh	GSTO1 counter	PAFAH1B2 inh	PAD4 FP inh	LYPLA1 counter	LYPLA2 inh	PAFAH1B3 FP inh	PME-1 inh	pPAFAH FP inh
41	Cc1cc(C)n(CC2CC(=O)N(c3ccc(Cl)cc3)C2=O)n1 (configuration not stated)	-5	2	1	-2	-1	-3	3	-6	-4
42	Cc1ccccc1/C=C/c1cc[n+](C)cc1	-1	8	2	-6	-6	3	6	2	6
43	Cc1ccc(C)c(N(C(=O)Cn2nnc(-c3cccs3)n2)C(C(=O)NC2CC2)c2ccc(C)o2)c1 (configuration not stated)	10	1	1	-1	5	6	12	-1	6
44	C=CCNC(=O)N1CCCC(N2CCN(c3ccccc3OC)CC2)C1 (configuration not stated)	-1	2	-3	-2	1	1	6	-1	5
45	Cc1ccc(-c2nnc(SCC(=O)CC(=O)Nc3ccccc3)n2C)cc1	-7	-1	1	0	-3	1	3	3	4
46	COc1cccc(NC(=O)c2ccccc2NC(=O)c2ccncc2)c1	-2	x	4	-7	x	x	5	x	-2
47	COc1ccc(C2CCCN2C(=O)Nc2ccc(C)c(C)c2)cc1OC (configuration not stated)	-1	8	3	1	7	3	6	2	3
48	Cc1occc1C(=O)Nc1sc2c(c1C(N)=O)CCCCC2	6	2	6	-4	1	-11	3	-1	3
49	CCOC(=O)c1ccccc1NCN1C(=O)CSC1=O	0	1	3	-2	-3	-1	0	-5	1
50	CCCCn1c(SCC(=O)NCC2CCCO2)nc2ccc(N3CCOCC3)cc2c1=O (configuration not stated)	7	19	-1	-10	-3	-9	5	-12	3
51	COc1cccc(N(CC(=O)NC2CCCC2)C(=O)CCC(=O)Nc2nccs2)c1	6	-3	7	2	1	4	4	7	0
52	Cc1ccc(Nc2c([N+](=O)[O-])ccc3nonc23)c(C)c1	-1	-4	10	-4	-2	-6	5	-2	-1
53	N#Cc1c(NC(=O)CSc2ccccn2)oc(-c2ccccc2)c1-c1ccccc1	-10	2	6	8	-8	-7	-8	-9	2
54	N#Cc1nc(-c2cccs2)oc1NCc1ccco1	6	-4	-2	2	2	2	2	5	5
55	O=C(Cn1c2[n+](c3ccc(C(F)(F)F)cc31)CCCCC2)c1cccc([N+](=O)[O-])c1	-5	0	1	1	0	6	4	-3	2
56	Cc1ccccc1N1CCN(C2=NC(=O)/C(=C\c3cccs3)S2)CC1	41*	4	1	6	-4	-2	6	10	20
57	CCOC(=O)N1CCN(S(=O)(=O)c2ccc(C(=O)N(CCCN(C)C)c3nc4c(C)c(C)ccc4s3)cc2)CC1	4	-2	2	-1	-2	-6	4	12	1
58	Cn1cnc(S(=O)(=O)N2CCN(c3cccc(C(F)(F)F)c3)CC2)c1	-7	10	4	0	-2	2	11	0	0
59	CCCC(=O)NNc1c2ccccc2nc2ccccc12	-1	4	5	-3	2	1	8	-2	2
60	Cc1ccccc1NC(=O)C1CCCN(S(=O)(=O)c2c(C)noc2C)C1 (configuration not stated)	-8	17	-1	-2	2	0	5	-4	-2
61	Cc1cc(C)n(C(=O)N(c2ccccc2)c2ccccc2)n1	-7	-5	7	1	-1	3	11	-1	3
62	C=CCn1c(SCCN2CCCCC2)nc2c1c(=O)[nH]c(=O)n2C	-7	4	2	-5	4	1	3	-2	2
